# ERK EGF block – qHTS Assay for Inhibitors of the ERK Signaling Pathway using a Homogeneous Screening Assay; Stimulation with EGF. HEK293-V1b, EGF-stimulated phospho-ERK AlphaScreen. Potency, µM (top dose mostly 11.5 µM), for inactives: at the top dose activity change, negative = inhibition, actives largely listed as inhibitors. 0.41% of 130,000 active. AID 1454, 2008; active = well fitted inhibition curve with a large enough effect; inconclusive = small, poorly fitted or top-dose-only effect, or effect the other way;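 also: plate controls were stimulated vehicle wells for no effect and unstimulated vehicle basal for full effect; nearly all actives have a fitted effect of over 55% in size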
#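 V1b-HEK293, 1% FBS o/n; cpd 30 min 37C; EGF 25 nM final, 5 min; lyse 10 min; AlphaScreen beads 5 h RT. Normalized DMSO basal vs EGF max; Hill AC50.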
# * marks the source's active call; other numbers are inactive results; ? = inconclusive; [ ] = remark or other dose. Potency is read from the fitted curve at half-maximal effect.
SMILES,ERK EGF block
O=C(Oc1cccc(-n2cnnn2)c1)c1ccco1,3%
CCC(CC)C(=O)OCC(=O)Nc1cccc([N+](=O)[O-])c1,-6%
CN(CC1CCOCC1)C(=O)CC1C(=O)NCCN1C/C=C/c1ccccc1 (stereo not drawn),-7%
COCCN1C(=O)CC(NNC(=O)c2ccc(S(=O)(=O)N3CCCC3)cc2)C1=O (stereo not drawn),11%
Cc1cc(C(=O)NCc2ccc3c(c2)OCO3)c(C)o1,15%[57.5 µM]
O=C(NCc1ccccc1)C(=O)NCC(c1ccco1)N1CCOCC1 (stereo not drawn),-8%
CC(C)Cc1nc2sc3c(c2c(=O)n1N)CC(C)(C)OC3,-5%[57.5 µM]
CC(C)(Oc1ccc(Cl)cc1)C(=O)N(Cc1ccccc1)c1ccccn1,0%
COc1ccc(C(=O)Nc2cccnc2)cc1OC,13%
C/C(=N\NC(=O)c1ccccc1F)c1ccc2c(c1)Nc1ccccc1S2,12%
COc1ccc(S(=O)(=O)NCC2CCCN(C(=O)c3cccs3)C2)cc1 (stereo not drawn),-2%
CCN(CC)C(=O)COc1ccc(/C=C(\C#N)S(=O)(=O)c2ccccc2)cc1OC,-2%
CN(C(=O)Nc1ccc(Cl)c(Cl)c1)c1ccccc1C(=O)O,22%
COc1ccc2[nH]c(C(=O)Nc3ncc(C)cc3Br)cc2c1,-1%[57.5 µM]
O=C(CC1C(=O)NCCN1Cc1cccc(Oc2ccccc2)c1)NCCCn1cccn1 (stereo not drawn),-1%[57.5 µM]
CCOC(=O)/C=C/C(=O)Nc1cccc([N+](=O)[O-])c1,16%
COc1ccc(C2/C=C\CN(Cc3ccc(N(C)C)cc3)CC(=O)N2Cc2ccc(F)cc2)cc1 (stereo not drawn),0%[57.5 µM]
CCOC(=O)NC1(C(F)(F)F)NC(=O)N(c2ccc(F)cc2)C1=O (stereo not drawn),6%
Cc1ccc(/C=N/NC(=O)c2cc(-c3cccnc3)nc3ccccc23)cc1,10%
O=C(CNS(=O)(=O)c1ccc(Cl)cc1)NNC(=O)c1cccnc1,-2%
O=C(CN(Cc1ccco1)C(=O)Cn1nnc(-c2cccs2)n1)NCC1CCCO1 (stereo not drawn),5%
CCOc1ccc(S(=O)(=O)NCc2ccccc2)cc1C(N)=O,?
C/C(=N\N=C(N)N)c1cc(Cl)ccc1Cl,-3%
O=C(CNC(=O)c1ccccc1)NCC(=O)OCC(=O)c1ccc(F)cc1,0%
COC(=O)c1ccc(C(NC(=O)c2cccnc2)NC(=O)c2cccnc2)cc1,-6%
# The results go on:
SMILES,ERK EGF block
CCNC(=S)NNC(=O)c1ccc(=O)n(Cc2ccccc2)c1,5%
C/C(=N\NC(=O)Cc1c(C)[nH][nH]c1=O)c1ccc2ccccc2c1,3%
CCC(=O)Nc1c(OC(=O)CC)ccc2c(C)cc(=O)oc12,9%
Cc1ccc(C(=O)C(O)C(c2ccc(C)cc2)N2CCCCC2)cc1 (stereo not drawn),-2%
CC(=O)c1cccc(NC(=O)C(OC(=O)c2cccs2)c2ccccc2)c1 (stereo not drawn),18%
CCN(CC)S(=O)(=O)c1ccc(=O)[nH]c1,6%
CC(C)c1ccc(C(O)P(=O)(OCc2ccccc2)c2ccc(N(C)C)cc2)cc1 (stereo not drawn),-1%[57.5 µM]
CC(OC(=O)C1CC(O)CN1S(=O)(=O)c1ccccc1[N+](=O)[O-])C(=O)N1CCCCC1 (stereo not drawn),2%
CN(C)CCCNc1oc(/C=C/c2ccccc2)nc1C#N,6%[57.5 µM]
O=C(NC(=S)Nc1ccccc1N1CCCC1)c1cccs1,-7%[57.5 µM]
CCOC(=O)C1=C(C)NC(=O)NC1c1ccc(-c2ccc(F)cc2)o1 (stereo not drawn),1%[57.5 µM]
CCOc1cc(/C=N/NC(=O)C(=O)NCC2CCCO2)ccc1OCC(=O)N1CCOCC1 (stereo not drawn),-1%[57.5 µM]
Cc1ccc(C2OC(=O)c3ccccc32)cc1 (stereo not drawn),9%
Cn1nnnc1SCC(=O)Nc1cc(S(=O)(=O)N2CCCC2)ccc1Cl,-7%
O=C(CSc1nc2ccccc2c(=O)n1-c1ccc(F)cc1F)Nc1ccc(N2CCOCC2)cc1,8%
COc1cc(C(=O)NCc2nnc(SCC(=O)N3CCOCC3)o2)cc(OC)c1OC,2%
COc1ccc(NC(=O)Nc2nnc(C(C)(C)C)s2)cc1,0%[57.5 µM]
C=C(C)c1cccc(C(C)(C)NC(=O)Nc2ccc(Cl)cn2)c1,2%
Cc1cc(C)c(C(N)=O)c(SCC(=O)c2cc(C)c(C)cc2C)n1,1%
O=C(NC(=S)Nn1cnnc1)c1ccccc1Br,-14%[57.5 µM]
COc1ccc(C(=O)Nc2nc3ccccc3[nH]2)cc1OC,-15%
O=C(CSc1nc(-c2ccccc2)cs1)NCCN1C(=O)CSC1=O,-21%
CCOc1ccc(C(C)=O)cc1CN1C(=O)C(=O)N(CC)C1=O,1%
Cc1c(N2C(=O)C(=O)/C(=C(/O)c3ccc(Br)cc3)C2c2cccnc2)c(=O)n(-c2ccccc2)n1C (stereo not drawn),3%
O=C(Nc1cccc(Cl)c1)OCc1cn(-c2ccccc2)nn1,-10%
# Additional results follow.
SMILES,ERK EGF block
O=C(Nc1ccc2c(c1)OCCO2)c1cccnc1Oc1ccc(Cl)cc1,-3%[57.5 µM]
CN=C(N)NCCC[C@H](N)C(=O)O,2%
COCCn1c(-c2ccccc2)cnc1SCC(=O)Nc1cccc2ccccc12,?
CC(=O)N1CCC2(CC1)CN(C(c1ccccc1)c1ccccc1)C2,-6%
COc1c(OC(C)=O)ccc(/C=C/c2ccc3cccc(OC)c3n2)c1[N+](=O)[O-],8%
O=C1OCCN1CC(=O)N1CCc2c([nH]c3ccccc23)C1c1ccccn1 (stereo not drawn),17%
Cc1cccc(CC(=O)Nc2c3c(nn2-c2cccc(Cl)c2)CS(=O)C3)c1 (stereo not drawn),-15%
Cc1cccc(NC(=O)c2csnn2)n1,3%
Cc1nc(C(=O)NNC(=O)c2ccc(C(F)(F)F)cc2)cs1,6%[57.5 µM]
O=C(Nc1ccc2[nH]ccc2c1)c1cccs1,14%[57.5 µM]
Cc1ccc([N+](=O)[O-])cc1S(=O)(=O)Nc1ccc(C(=O)N(C)C)cc1,-2%
S=c1nc[nH]c2c1ncn2C1CCCO1 (stereo not drawn),0%[57.5 µM]
CCC1=NN2C(=N)/C(=C/c3cc(C)n(Cc4ccccc4)c3C)C(=O)N=C2S1,-4%[57.5 µM]
CCC(C)NC(=O)Cn1c(COc2ccc(Cl)cc2Cl)nc2ccccc21 (stereo not drawn),1%
Cn1c(SCC(=O)Nc2cccc(S(=O)(=O)N3CCOCC3)c2)nnc1-c1ccncc1,-1%
COc1cc(OC)c(NS(=O)(=O)c2cc(C(=O)OC(C)C(=O)NC3CC3)c(Cl)cc2Cl)cc1Cl (stereo not drawn),-5%
CCOc1ccc(-n2c(-c3ccc(Br)cc3)c[n+]3c2CCCCC3)cc1,1%
CSc1nsc2nc(=O)c(/C=C3\C(C)=Nc4ccccc43)c(N)n12,-2%
COC(=O)[C@H]1C[C@@H]2CC[C@@H](O)C[C@@H]2N1Cc1c(F)cccc1Cl,-10%
O=C(COC(=O)CSc1cc(Cl)ccc1Cl)NCc1ccc2c(c1)OCO2,2%
COC(=O)C1=C(C)N(C)C(=O)/C1=C\c1cccs1,?
CCOc1ccc(Oc2c(C)oc3cc(O)ccc3c2=O)cc1,?
COc1cccc(/C=N/NC(=O)c2cc3c(OC)c(OC)ccc3[nH]2)c1OC,-5%
CC(=C/c1ccccc1)/C=N/N1CCN(Cc2ccc(C)cc2)CC1,?
COc1ccccc1N1CCN(S(=O)(=O)c2cc(C(F)(F)F)cc(C(F)(F)F)c2)CC1,2%[57.5 µM]

# Quoted from the listing:
# Reading for COc1c(OC(C)=O)ccc(/C=C/c2ccc3cccc(OC)c3n2)c1[N+](=O)[O-] under ERK EGF block: 8%
# Reading for CC(=O)N1CCC2(CC1)CN(C(c1ccccc1)c1ccccc1)C2 under ERK EGF block: -6%
# Reading for CSc1nsc2nc(=O)c(/C=C3\C(C)=Nc4ccccc43)c(N)n12 under ERK EGF block: -2%

# 4 compounds from above, sorted by formula weight, rising.
SMILES,ERK EGF block
Cc1ccc(C(=O)C(O)C(c2ccc(C)cc2)N2CCCCC2)cc1 (stereo not drawn),-2%
CC(C)(Oc1ccc(Cl)cc1)C(=O)N(Cc1ccccc1)c1ccccn1,0%
CCN(CC)C(=O)COc1ccc(/C=C(\C#N)S(=O)(=O)c2ccccc2)cc1OC,-2%
O=C(CC1C(=O)NCCN1Cc1cccc(Oc2ccccc2)c1)NCCCn1cccn1 (stereo not drawn),-1%[57.5 µM]

# Later entries:
SMILES,ERK EGF block
COc1ccccc1N1CCN(/N=C/C=C/c2ccccc2[N+](=O)[O-])CC1,20µM*
CC(=O)Nc1ccc(NC(=O)C(C)OC(=O)CNS(=O)(=O)c2cccc(Cl)c2)cc1 (stereo not drawn),-1%
CCNC(=S)N/N=C(\C)c1ccc2ccccc2c1OC(F)F,-8%
COc1cc(NC2c3ccccc3C(=O)N2Cc2ccccc2Cl)cc(OC)c1OC (stereo not drawn),2%[57.5 µM]
O=C(Nc1ccc(F)cc1)C1CCCO1 (stereo not drawn),-5%
Cc1ccc(NC(=O)OCCN2CCN(Cc3ccccc3)CCC2=O)cc1,5%
CCOc1ccc(N2C(=O)CC(N(CCc3ccc(S(N)(=O)=O)cc3)C(C)=O)C2=O)cc1 (stereo not drawn),-15%[57.5 µM]
C=CCOC(=O)C(=O)/C=C/c1c(C)n(C)n(-c2ccccc2)c1=O,-16%[57.5 µM]
O=S(=O)(Nc1ccc(-c2cn3cccnc3n2)cc1)c1ccccc1,1%
CCOC(=O)Cc1csc(NC(=O)Cc2ccccc2)n1,2%
O=C(NCc1nc(-c2ccc(C(F)(F)F)cc2)no1)Nc1ccc(F)cc1F,8%[57.5 µM]
O=C1c2ccccc2C(=O)N1CSc1nnc(Nc2ccccc2F)s1,3%
Cc1sc2nc[nH]c(=S)c2c1-c1ccccc1,?
CCN(CC)CCNc1nc(-c2ccc(OC(F)F)cc2)c(C)s1,-5%
CC(CCc1ccccc1)NC(=O)/C=C/c1ccc(Cl)cc1 (stereo not drawn),2%
O=C(Nc1cccc(S(=O)(=O)N2CCCCC2)c1)c1ccc(S(=O)(=O)C(F)F)cc1,5%
COC(=O)Cc1ccc(NC(=S)NC2CC2)cc1,-4%[57.5 µM]
CC1SC(c2ccc(Cl)cc2Cl)NC1=O (stereo not drawn),3%
Cc1ccc(-n2cc(CNC(C)c3cnn(C)c3)c(-c3ccc(F)cc3)n2)cc1 (stereo not drawn),7%
Nc1ncc(-c2ccc([N+](=O)[O-])cc2)cn1,3%
O=C(/C=C/c1cccc([N+](=O)[O-])c1)N1CCN(C(=O)c2ccco2)CC1,-2%
COCCCNC(=O)CN(c1cc(C(F)(F)F)ccc1Cl)S(C)(=O)=O,-14%[57.5 µM]
CSc1ccccc1NC(=O)COc1ccc(Cl)cc1,-6%
C/C(CCC(C)C)=N\Nc1ccc(S(N)(=O)=O)cc1[N+](=O)[O-],-6%[57.5 µM]
COc1ccc(CC2(CO)CCN(C(=O)NCc3ccccc3)CC2)cc1,7%

# 4 entries from above in another layout.
structure: Cc1cccc(CC(=O)Nc2c3c(nn2-c2cccc(Cl)c2)CS(=O)C3)c1 (stereo not drawn)
  ERK EGF block: -15%
structure: Cc1cccc(NC(=O)c2csnn2)n1
  ERK EGF block: 3%
structure: Cc1nc(C(=O)NNC(=O)c2ccc(C(F)(F)F)cc2)cs1
  ERK EGF block: 6%[57.5 µM]
structure: O=C(Nc1ccc2[nH]ccc2c1)c1cccs1
  ERK EGF block: 14%[57.5 µM]

# Further records follow:
SMILES,ERK EGF block
COc1ccc(Nc2nc(Cl)nc(Nc3ccc(OC)cc3OC)n2)c(OC)c1,-3%
CC12CN(C(=O)c3ccccc3Br)CC(C)(CN(C(=O)c3ccccc3Br)C1)C2=O,-10%[57.5 µM]
C#CCSc1nnc(-c2ccc(O)cc2)o1,1%
C=CCc1c(OC(C)=O)c2ccccc2n(C)c1=O,9%
Cc1sc(NC(=O)c2ccco2)c(CN2CCN(Cc3ccccc3)CC2)c1C,?
COC(=O)C1=C(O)/C(=C\c2ccc(CNS(=O)(=O)c3ccc(Cl)cc3)o2)N=C1C,7%
CSc1ncc(CN2CCN(CCC(C)C)C(CCO)C2)cn1 (stereo not drawn),-7%
CC(C)(C)c1cc(=O)[nH]c(SCc2ccccc2)n1,-4%
CC(=O)c1cccc(CN2CCN(C3CCCC3)C(CCO)C2)c1 (stereo not drawn),8%
CCOC(=O)c1cc(-c2ccc(OC)cc2)n[nH]1,-12%[57.5 µM]
O=C(NCCCn1ccnc1)c1cc(S(=O)(=O)N2CCOCC2)ccc1F,-3%
CC(CC(=O)O)CC(=O)Nc1cccc([N+](=O)[O-])c1 (stereo not drawn),-22%[57.5 µM]
Cc1ccc(Nc2c(-c3cccnc3)nc3ccc(Br)cn23)cc1,?
OCCNCCOCCOc1ccccc1-c1ccccc1,-2%
Nc1nc(N2CCN(c3ccccc3)CC2)n[nH]1,2%
CCOC(=O)/C(C#N)=C/c1cccc([N+](=O)[O-])c1,-3%[57.5 µM]

# Gathered by group, those above with a tert-butyl group (2)
SMILES,ERK EGF block
COc1ccc(NC(=O)Nc2nnc(C(C)(C)C)s2)cc1,0%[57.5 µM]
CC(C)(C)c1cc(=O)[nH]c(SCc2ccccc2)n1,-4%

# This is a subset; count on the stated rates, not on these rows.
